High-throughput results (PubChem BioAssay)
DAX1 inh-1: NR0B1 (DAX1) inhibition; P51843; HEK293 Gal4-DAX1 luciferase reporter, luminescence; 340,000 compounds, 0.99% hits; inhibition, % at 6.75 µM; AID 504766;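 active = inhibition above the mean over all tested compounds plus 3 SD, cut at about 4.2% in these data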;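 also: 0% = DAX1-transfected cells with DMSO and 100% = empty-vector control cells with DMSO; inhibition shows as a rise in luminescence from relieved DAX1 repression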
hgDAF12 agonist: activates the H. glycines DAF-12 receptor ligand-binding domain; 370,000 compounds, 1.8% hits; AID 687014; activation, % at 6.8 µM; HEK293 GAL4-hgDAF12 UAS-luciferase reporter, agonist luminescence; normalized to butyrate control;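 active = activation above a cutoff set at the mean of all screened compounds plus 3 SD, cut at about 10% in these data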;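 also: 0% = DMSO wells and 100% = sodium butyrate wells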
hcDAF12 agonist: H. contortus DAF-12 activation, primary screen. AID 652067. activation, % at 6.8 µM. 370,000 compounds, 1.4% hits. HEK293 hcDAF-12 lit1-tk-luc reporter, luminescence; 0% DMSO, 100% Δ7-dafachronic acid;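 active = activation above the mean of all tested compounds plus 3 SD, cut at about 5.5% in these data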;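 also: 100% = response to 3 µM Δ7-dafachronic acid high control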
HGIII-sPLA2 inh: Blocks human group III sPLA2 activity; Q9NZ20; QFRET BODIPY PC-A2 liposome hydrolysis, fluorescence; inhibition, % at 12.2 µM; 370,000 compounds, 0.56% hits;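 active = inhibition above mean plus 3 SD of compounds lying within the high and low control bounds, cut at about 19% in these data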;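 also: 0% = median of test compound wells and 100% = no enzyme DMSO wells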
Target sequence (Q9NZ20 whole entry, looked up): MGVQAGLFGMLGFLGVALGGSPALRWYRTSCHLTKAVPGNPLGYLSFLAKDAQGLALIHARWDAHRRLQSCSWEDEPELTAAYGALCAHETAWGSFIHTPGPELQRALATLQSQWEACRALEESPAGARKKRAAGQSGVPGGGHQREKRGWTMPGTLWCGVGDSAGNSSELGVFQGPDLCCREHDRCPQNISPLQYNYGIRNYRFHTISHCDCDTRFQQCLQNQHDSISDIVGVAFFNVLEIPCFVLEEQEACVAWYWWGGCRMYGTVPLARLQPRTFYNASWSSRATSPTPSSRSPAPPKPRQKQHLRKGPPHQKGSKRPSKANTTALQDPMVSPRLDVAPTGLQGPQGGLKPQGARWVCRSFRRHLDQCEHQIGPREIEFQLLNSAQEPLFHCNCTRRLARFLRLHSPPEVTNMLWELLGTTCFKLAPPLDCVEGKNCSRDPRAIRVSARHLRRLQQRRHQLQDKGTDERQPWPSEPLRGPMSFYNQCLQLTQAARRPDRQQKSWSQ
SMARCA2 activ: SMARCA2 function activation, primary screen; MG213 cells, MMTV-luciferase reporter, dexamethasone, overnight; AID 652017; activation, % at 9.1 µM; 370,000 compounds, 1% hits; in the data active = activation above about 7.8%;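 also: 0% = vehicle wells and 100% = reference activator wells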
ADAM10 inh: inhibitors of human ADAM10; recombinant ADAM10, EDANS/DABCYL FRET peptide cleavage, 3 h; inhibition, % at 7 µM; 370,000 compounds, 0.62% hits;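 active = inhibition above a per-campaign cutoff equal to the mean of compounds falling between control-based bounds plus 3 SD, cut at about 20% in these data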;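 also: 0% = DMSO wells while the 100% control is not disclosed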
Target sequence (O14672 214-748 limits assumed): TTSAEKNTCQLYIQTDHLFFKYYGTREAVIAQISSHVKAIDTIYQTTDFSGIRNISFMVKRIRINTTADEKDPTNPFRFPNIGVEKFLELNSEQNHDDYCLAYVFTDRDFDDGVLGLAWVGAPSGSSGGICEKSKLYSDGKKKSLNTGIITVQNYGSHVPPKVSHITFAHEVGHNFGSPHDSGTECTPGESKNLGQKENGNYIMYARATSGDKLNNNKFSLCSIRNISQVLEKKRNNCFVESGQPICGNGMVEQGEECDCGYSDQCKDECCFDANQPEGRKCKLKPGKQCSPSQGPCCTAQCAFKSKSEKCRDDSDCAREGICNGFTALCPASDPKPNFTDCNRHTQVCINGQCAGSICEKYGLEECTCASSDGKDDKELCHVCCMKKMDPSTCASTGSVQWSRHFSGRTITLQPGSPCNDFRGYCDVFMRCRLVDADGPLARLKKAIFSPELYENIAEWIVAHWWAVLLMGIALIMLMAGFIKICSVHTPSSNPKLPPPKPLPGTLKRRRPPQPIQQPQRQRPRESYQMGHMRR
DAX1 inh-2: DAX1 (NR0B1) inhibition, primary screen; HEK293T StAR-luciferase reporter, SF-1/DAX-1 repression relief; inhibition, % at 6.8 µM; 370,000 compounds, 1.1% hits; AID 652010;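 active = inhibition above the mean over all tested compounds plus 3 SD, cut at about 3.6% in these data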;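 also: 0% = DAX-1 cells with DMSO and 100% = cells lacking DAX-1 with DMSO; higher inhibition means more luminescence from relief of DAX-1 repression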
GC-B act: GC-B (human) receptor activation | HEK293-GC-B cells, CNP EC30, cGMP TR-FRET; 0% at EC30 CNP, 100% saturating CNP | AID 1920062 | P20594 | activation, % at 10 µM | 370,000 compounds, 0.11% hits;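 active = activation at 10 µM reaching about 35% in either raw or pattern-adjusted values, limit read from the data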
GAA850 FXN act: increases GAA850 frataxin promoter reporter activity | AID 540364 | activation, % at 6 µM | 360,000 compounds, 0.56% hits | HEK293 lucGAA850 FXN promoter luciferase reporter, 24 h; percent of 10 µM SAHA response;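 active = activation above the average of all compounds screened plus 3 SD, cutoff fixed separately per campaign, cut at about 7.5% in these data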;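 also: 0% = DMSO wells and 100% = 10 µM SAHA wells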
ssDAF-12 act: activators of S. stercoralis DAF-12 nuclear receptor; HEK293 ssDAF-12/GRIP1 lit1-tk-luc reporter, luminescence; % of 3 µM dafachronic acid response; activation, % at 6.8 µM; 370,000 compounds, 1% hits; AID 652126;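 active = activation above the mean over all tested compounds plus 3 SD, cut at about 0.9% in these data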;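 also: 0% = DMSO-only wells and 100% = 3 µM delta7-dafachronic acid wells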
GC-A act: GC-A (human) enzyme activation; P16066; HEK293 GC-A cells, cGMP TR-FRET, EC30 ANP; 0% at EC30 ANP, 100% saturating ANP; activation, % at 10 µM; 370,000 compounds, 0.14% hits; in the data active = activation above about 40%
The depositor's hits bear a star; . = no result given.

Below each SMILES: DAX1 inh-2, DAX1 inh-1, hgDAF12 agonist, HGIII-sPLA2 inh, ADAM10 inh, GC-A act, GAA850 FXN act, SMARCA2 activ, ssDAF-12 act, GC-B act, hcDAF12 agonist
CCN(CC)CCN(Cc1cc2cc3c(cc2[nH]c1=O)OCO3)C(=S)NCC(C)C
 : 0.8, 1.3, -0.3, 14, -335, 1, -1.8, -1, -1.4, 2, -2.2
O=C(CSc1nnc(-c2cccnc2)n1C1CCCCC1)NC1CCCCCC1
 : 0.3, ., -3.2, 3, -2, -4, ., 2, -0.8, -8, -0.6
CCN1CCN(c2ccc(S(=O)(=O)N3CCOCC3)cc2NC(=O)/C=C/c2ccc(OC)cc2OC)CC1
 : 0.2, -0.7, 0.5, -11, -30, -1, -1.5, -1, -0.4, -2, 0.0
CCCCCNC(=O)C(c1cccc2ccccc12)n1c(=O)c(-c2ccccc2)nc2ccccc21 (centres undefined)
 : 1.2, ., 2.2, -1, -1, 0, ., 7, 0.7, 1, 3.2
Nc1c(C(=O)Nc2cccc(C(=O)O)c2)sc2nc3c(cc12)CCCC3
 : 2.8, -3.8, 11*, -6, -23, 1, -0.4, 7, -0.9, 0, 2.8
O=C(NC1CCCCC1)C1CCCN(S(=O)(=O)c2cnc[nH]2)C1 (centres undefined)
 : 0.0, 5.0*, -0.7, -1, 1, 4, -0.7, -1, -1.5, -1, -0.2
Cc1cccc(NC(=O)CN2C(=O)N/C(=C/c3cc(C)n(C(C)C)c3C)C2=O)c1
 : 0.1, 2.2, -0.3, -15, -21, 2, -0.5, -1, -1.3, 3, -1.9
O=C(CCSc1ccc(Cl)cc1)NC12CC3CC(CC(C3)C1)C2
 : 0.2, -1.3, 0.9, 8, 1, -1, 5.0, -1, -1.2, -1, 0.9
CC(C)n1c(CN2CCN(C(=O)c3ccco3)CC2)nc2c1c(=O)n(C)c(=O)n2C
 : 0.3, -0.2, 0.3, 6, -8, 0, 3.5, -2, -0.9, -6, -2.5
COC(=O)c1ccc2nc(-c3ccc(OC)c(OC)c3)c(Cc3ccccc3)n2c1
 : -1.1, ., 0.4, -5, -83, 16, ., -7, -0.5, 21, 0.5
CCCCn1c(N)c(N(Cc2ccccc2OC)C(=O)CSCC(=O)Nc2cccc(C)c2)c(=O)[nH]c1=O
 : -0.8, 1.0, 0.8, 0, -13, 0, -2.2, 0, -0.8, -4, -1.1
CC(C)CCN1CC(C(=O)NCc2ccccc2)CC1=O (centres undefined)
 : -0.1, 1.0, -1.2, -4, 0, -3, 3.3, -1, -0.7, 1, -1.4
COc1ccc(OC(C)C(=O)NCCC2=CCCCC2)cc1 (centres undefined)
 : -0.7, -0.5, 1.2, 0, -3, -3, 4.0, -3, -1.7, 1, -1.6
CN1C(=O)/C(=C\c2ccco2)N=C1c1ccc(Cl)cc1Cl
 : 0.3, 0.7, 0.8, 0, 6, -4, 1.0, 0, -1.8, 5, 2.0
COc1ccc(NC(=O)NCCCN2CCC(Cc3ccccc3)CC2)cc1
 : 0.0, -0.1, -1.9, -12, 4, -7, 1.7, -1, -1.7, -8, -1.8
CC1(N2CCCCC2)C(=O)c2ccccc2C1=O
 : 0.4, 0.4, 1.7, -3, 0, 3, 3.0, 1, 1.0*, 5, 1.8
O=C(N/N=C/c1cccc2nccnc12)c1ccncc1
 : 0.1, ., 2.7, -4, 2, -1, -0.5, -1, -1.2, -4, -1.8
Nc1[nH]c(C(=O)c2ccccc2)c(-c2ccc(Cl)c(Cl)c2)c1C(=O)NCCc1c[nH]c2ccccc12
 : -0.9, ., 2.3, -44, 5, -13, ., -3, -0.4, -5, 0.2
COc1ccc(Cl)cc1NC(=S)N1CCN(c2ccccn2)CC1
 : -0.2, 1.4, -0.8, 2, 0, 4, -3.4, -2, -1.6, 12, -1.4
COc1ccc(NC(=O)C2Cc3c(-c4ccc(NC(C)=O)cc4)ccnc3O2)cc1OC (centres undefined)
 : -2.1, ., 3.9, 0, 0, 1, -1.3, 5, -1.2, -1, -1.3
CC12CN3CC(C)(CN(C1)C3c1ccc(Br)cc1)C2=O (centres undefined)
 : 1.1, 2.2, -2.0, 7, 7, -3, -1.1, -4, -0.8, 0, -1.2
Cc1ccc(C(=O)N(CCC2=CCCCC2)c2c(N)n(Cc3ccccc3)c(=O)[nH]c2=O)o1
 : -2.0, -1.2, -2.9, 4, -22, 0, -1.4, -3, -1.0, 3, -2.0
O=C(NCCc1ccc2c(c1)OCCO2)c1ccccn1
 : 1.4, 1.2, 10.0, 0, 1, 2, 3.3, 4, -0.9, -4, 2.7
CS(=O)(=O)Nc1ccccc1C(=O)OCC(=O)N1CCC(c2ccccc2)=N1
 : -0.7, 0.0, -0.5, -9, -7, 0, -0.1, 2, -1.1, 0, -0.8
O=C(CSc1ccccc1)N1CCCC(N2CCN(c3ccc(F)cc3)CC2)C1 (centres undefined)
 : -0.6, -0.3, -1.4, 1, -4, 0, 2.0, -1, -1.7, 6, -3.5
O=C(NCC1CCCO1)C1CC(c2ccc(Cl)c(Cl)c2)=NO1 (centres undefined)
 : -0.3, 0.0, 0.8, -2, 5, 2, 1.1, 0, -1.4, 0, -1.1
NCCCCC(N)c1cn([C@@H](CCC(=O)O)C(=O)N2CCNCC2)nn1 (some centres undefined)
 : 0.1, 0.6, 3.3, 10, 13, 1, 1.0, -2, -0.9, -1, -0.7
CN(CCCOc1ccccc1F)Cc1ccccc1
 : -0.3, 1.0, 1.7, -3, -3, -1, -1.3, 2, -1.6, -7, -1.6
CCN1CCN(c2nnc(-c3ccccc3)c3ccccc23)CC1
 : 0.1, -2.1, -0.8, -1, 3, -3, 1.2, 4, -1.3, -4, 1.4
COc1ccccc1CNC(=O)Cn1c(=O)oc2cc(S(=O)(=O)N3CCCC3)ccc21
 : -0.1, 0.2, -3.8, 5, -7, 10, 0.3, -3, -1.1, 2, -1.2
CC1(c2ccccc2)NC(=O)N(CC(=O)N2CCN(S(=O)(=O)c3cccc(C(F)(F)F)c3)CC2)C1=O (centres undefined)
 : -0.4, 1.2, 0.8, -22, 10, 0, -0.5, -3, -1.5, 6, -1.0
COc1ccccc1CC(=O)NNC(=O)c1ccc(C(C)(C)C)cc1
 : 1.5, -0.4, 0.8, -21, -20, -3, -2.3, -3, -0.8, -5, 0.2
CCOc1ccc(C(=O)COC(=O)Cc2n[nH]c(=O)c3ccccc23)cc1
 : -1.4, -0.8, 2.1, 5, -14, 0, -1.9, -3, -0.4, -8, -0.8
CC(C)Cn1cnc2c(SCc3ccccc3Cl)nc(N)nc21
 : -2.4, -0.9, 0.3, -2, -2, 14, 4.8, 1, -1.2, 17, -1.0
CCOC(=O)c1c(C2CC2)csc1NC(=O)COC(=O)c1ccc[n+]([O-])c1
 : 0.6, -0.6, -1.6, -4, -17, 2, 2.2, -1, -0.6, -7, -1.6
O=C(NC1CCCCC1)c1ccccc1C(F)(F)F
 : -0.5, -0.4, -2.1, -5, 1, 1, 1.6, -3, -1.7, -5, 0.6
CC(=O)c1ccc(NC(=O)C(C)OC(=O)C2CCN(c3ccc(C(F)(F)F)cn3)CC2)cc1 (centres undefined)
 : -0.5, 0.5, -1.7, -9, 12, -3, -1.8, -4, -0.9, -4, 0.4
CCC1CCCCN1CCCNC(=O)c1cn(C)c2ccc(S(=O)(=O)N(C)C3CCCCC3)cc2c1=O (centres undefined)
 : 1.8, -0.7, 0.5, -16, 3, -2, 2.3, -1, -0.8, -9, 2.4
COc1cc(/C=C2\SC(=O)N(c3ccc(O)cc3)C2=O)cc(OC)c1OC
 : 0.0, -1.4, 0.4, -6, -3, 1, -0.2, -1, -1.6, 2, -2.8
Cn1cccc1C(=O)NC(=O)COC(=O)CNC(=O)CNC(=O)c1ccc(Cl)cc1Cl
 : 0.5, 0.1, 0.3, -4, -8, 24, 0.2, 0, 0.2, 4, 0.9
COCCNC(=O)C(c1ccc(Cl)cc1)N(CCOC)C(=O)CCC(=O)Nc1ccccn1 (centres undefined)
 : -0.2, 0.3, -2.9, 13, 6, -6, -1.1, -3, -0.8, 0, 0.4
C[C@H]1CN([C@@H](C)CO)C(=O)Cc2cc(NS(=O)(=O)c3cccs3)ccc2O[C@H]1CN(C)S(=O)(=O)c1cn(C)cn1
 : 0.0, 0.7, -0.3, 12, 0, 5, 0.0, -2, -1.5, -8, -1.7
Cc1cccc(NCc2nnc(-c3ccccc3)o2)c1C
 : -1.4, -0.3, 0.1, -9, 4, -2, 0.8, 0, -2.1, -1, -2.1
CCOC(=O)c1sc(NC(=O)c2ccc3ncsc3c2)nc1C
 : 2.1, 0.7, 4.7, 10, -17, 1, 3.5, 2, -0.9, -5, 1.8
CCC1CCCCN1CCCNC(=O)Cn1c2ccccc2c2nc(=O)cc(C)n21 (centres undefined)
 : 1.1, 0.1, 1.7, 6, -11, -1, -4.1, 1, 0.2, -1, 8.2*
CN1CCCCC(NC(=O)c2cccc(F)c2)C1=O (centres undefined)
 : -0.3, ., -1.4, 5, -12, 1, ., -1, -1.4, -6, -1.4
CCc1nn(CC(=O)NCCCN2CCc3ccccc3C2)c(=O)c2cc3sccc3n12
 : 0.5, 0.2, 1.0, -1, -18, -4, -0.2, -1, -0.8, -4, 3.4
NC(=S)c1cc2cc(Cl)ccc2oc1=O
 : -0.5, ., -1.1, 9, -18, -1, 0.1, -1, -1.1, -4, -0.2
Cc1nn(-c2ccccc2)c(C)c1C(=O)OC(C)C(=O)NC1CCCCC1 (centres undefined)
 : -3.6, -4.7, -5.7, 16, -10, 1, -2.3, -6, -2.0, -5, -3.4
COC(=O)CNC(=O)c1cccc(F)c1
 : 0.2, -0.2, -1.1, 6, 1, 4, -1.5, -2, -1.6, 3, -0.4

Further results:
Below each SMILES: DAX1 inh-2, DAX1 inh-1, hgDAF12 agonist, HGIII-sPLA2 inh, ADAM10 inh, GC-A act, GAA850 FXN act, SMARCA2 activ, ssDAF-12 act, GC-B act, hcDAF12 agonist
Cc1cccc(CCNC(=O)Cc2ccc(NC3=NC4CS(=O)(=O)CC4S3)cc2)c1 (centres undefined)
 : -0.7, 0.7, -1.5, 0, -4, 2, -1.0, -1, -0.4, 1, -1.4
CC1Cc2nc(SCC(=O)Nc3ccccc3F)n(C)c(=O)c2S1 (centres undefined)
 : -1.2, -0.3, -0.4, 2, 5, 0, 1.0, 2, -1.4, 3, -3.0
O=C(N/N=C/c1cnc(N2CCCCC2)s1)c1ccc(Cl)cc1
 : 0.2, -0.4, 6.2, -2, -19, 3, 2.1, -3, -1.7, -9, -0.4
COCC(=O)Oc1c(S(=O)(=O)c2ccc(C)cc2)c(C)nn1-c1ccccc1
 : -0.1, -1.1, -3.0, 6, -7, -1, -0.1, -1, -1.1, 0, 0.4
O=C(COC(=O)C1=COCCO1)Nc1ccc(OC(F)F)cc1
 : 0.3, -0.2, 2.1, 1, -3, -2, 1.3, -4, -0.9, 7, -0.4
Cc1ccsc1/C=C(/C#N)C(=O)NCc1ccccc1
 : 0.2, -0.1, 1.5, 3, -2, 3, 2.8, 5, 0.1, 2, -2.3
Cc1cc(C)c(C)c(S(=O)(=O)N2CCN(C(=O)CCC(=O)N3CCOCC3)CC2)c1C
 : -0.3, 1.2, -1.3, 1, -5, 3, 1.7, -3, -0.5, 3, -2.0
